High-throughput results: PubChem BioAssay, several laboratories
M5 PAM – potentiates acetylcholine response at human M5 receptor; P08912; CHO-K1 hM5, Fluo-8 calcium, ACh EC20 PAM; 0% = ACh EC20, 100% = ACh EC100; activation, % at 3 µM; actives 0.3% (n = 360,000);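 active means activation above the run cutoff, the mean activation of all test compounds plus 3 SD, cut at about 18% in these data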
Target sequence (P08912 whole entry, looked up): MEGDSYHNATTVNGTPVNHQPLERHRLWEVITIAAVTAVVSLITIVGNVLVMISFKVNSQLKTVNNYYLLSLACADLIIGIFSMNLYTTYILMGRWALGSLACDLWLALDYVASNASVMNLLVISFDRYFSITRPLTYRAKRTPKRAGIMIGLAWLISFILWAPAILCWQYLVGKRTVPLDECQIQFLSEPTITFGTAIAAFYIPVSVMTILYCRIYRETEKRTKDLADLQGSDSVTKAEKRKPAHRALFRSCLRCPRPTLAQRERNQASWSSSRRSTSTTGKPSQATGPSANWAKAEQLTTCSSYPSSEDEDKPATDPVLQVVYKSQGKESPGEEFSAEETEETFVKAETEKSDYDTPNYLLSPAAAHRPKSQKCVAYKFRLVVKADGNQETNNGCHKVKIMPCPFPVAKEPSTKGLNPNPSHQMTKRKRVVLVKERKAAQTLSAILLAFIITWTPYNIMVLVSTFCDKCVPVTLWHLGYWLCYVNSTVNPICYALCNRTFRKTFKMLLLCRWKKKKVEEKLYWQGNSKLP
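System: CHO-K1 cell line with stable human muscarinic M5 receptor expression | Also added: EC20 acetylcholine as agonist stimulus | Compound: One concentration, 3 µM final (nominal) | Timing: Fluo-8 loading 80 min at 37 °C plus 30 min room temperature | Measured by: Fluo-8 calcium dye fluorescence, kinetic read | Read-out basis: % activation, ACh-normalized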
CHRM5 agonist – agonists of human muscarinic M5 receptor (CHRM5); CHO-K1 hM5 cells, Fluo-8 calcium fluorescence; 0% DMSO wells, 100% maximal acetylcholine response; actives 0.19% (n = 360,000); activation, % at 3 µM; P08912;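 active means activation above the run's mean over test compounds plus 3 SD, cut at about 23% in these data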;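 further: signal is peak over basal fluorescence ratio across the kinetic read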
CHRM1 PAM – positive allosteric modulators of human M1 muscarinic receptor | activation, % at 3 µM | AID 588819 | CHO-K1 hM1, Fluo-8 calcium fluorescence, ACh EC20; 0% = ACh EC20, 100% = maximal ACh | P11229 | actives 0.088% (n = 360,000); in the data active means activation above about 19%, passing the limit was not always enough
Target sequence (P11229 whole entry, looked up): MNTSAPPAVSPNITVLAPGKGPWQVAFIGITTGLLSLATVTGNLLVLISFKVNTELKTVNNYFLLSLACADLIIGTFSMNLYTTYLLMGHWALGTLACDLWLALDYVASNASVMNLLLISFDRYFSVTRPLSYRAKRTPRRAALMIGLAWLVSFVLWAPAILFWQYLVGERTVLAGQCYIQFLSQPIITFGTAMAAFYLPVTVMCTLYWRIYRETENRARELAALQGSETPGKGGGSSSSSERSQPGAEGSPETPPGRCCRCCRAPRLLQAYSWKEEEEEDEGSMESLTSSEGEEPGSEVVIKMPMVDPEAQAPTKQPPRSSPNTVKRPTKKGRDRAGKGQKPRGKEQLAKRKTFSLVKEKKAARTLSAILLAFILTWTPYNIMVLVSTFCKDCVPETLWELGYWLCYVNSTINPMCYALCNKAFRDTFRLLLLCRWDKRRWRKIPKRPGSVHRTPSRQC
CHRM4 PAM – potentiates acetylcholine response at human M4 receptor; P08173; CHO-K1 hM4/Gqi5, Fluo-8 calcium fluorescence, ACh EC20; 0% = ACh EC20, 100% = maximal ACh; activation, % at 3 µM; actives 0.4% (n = 360,000); AID 624126;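 active means activation above its plate's cutoff, the mean activation of sample wells plus 3 SD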; further: some results filed as inactive read as strong as hits
CHRM4 antagonist – CHRM4 antagonism in calcium assay; CHO-hM4 cells, ACh EC80, Fluo-8 calcium fluorescence; inhibition, % at 3 µM; actives 0.73% (n = 360,000); AID 624125;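 active means inhibition above its plate's cutoff, the mean inhibition of sample wells plus 3 SD, cut at about 27% in these data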;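 further: 0% = acetylcholine EC80 with DMSO and 100% = DMSO without agonist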
M5 antag – CHRM5 antagonism in calcium assay; actives 0.59% (n = 360,000); P08912; CHO-hM5 cells, Fluo-8 calcium fluorescence, ACh EC80; AID 624040; inhibition, % at 3 µM;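 active means inhibition above a per-plate cutoff, the mean of that plate's test compounds plus 3 SD, cut at about 27% in these data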;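 further: 0% = acetylcholine EC80 with DMSO and 100% = DMSO without agonist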
CRFR2-BP antag – CRF-BP/CRF-R2 complex antagonism | actives 0.59% (n = 350,000) | inhibition, % at 11.8 µM | HEK293 CRF-R2/CRF-BP, CRF-induced calcium fluorescence;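 active means inhibition of the ligand-induced calcium signal above about 50% at the single tested concentration, limit read from the data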
CRFBP-R2 agonist – CRF-BP/CRF-R2 complex agonism | activation, % at 13.2 µM | AID 588473 | HEK293 CRF-R2/CRF-BP, calcium dye fluorescence (FLIPR); percent of saturating CRF peptide response | actives 0.46% (n = 350,000);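 active means activation of at least 50%, plus an integration ratio under a set limit after plate pattern correction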;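 further: plate controls were neutral control wells without compound for no effect and CRF at EC100 for full effect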
M4 ag – agonists of human muscarinic M4 receptor (CHRM4). P08173. activation, % at 3 µM. CHO-K1 hM4/Gqi5, Fluo-8 calcium fluorescence; vehicle 0%, full acetylcholine response 100%. actives 0.14% (n = 360,000);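 active means activation above the run mean over all test wells plus 3 SD, cut at about 32% in these data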;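 further: peak over basal fluorescence ratio per well then scaled between controls; 0% = DMSO wells and 100% = acetylcholine at EC100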
An asterisk follows results filed as active; / = no result given. No enrichment for hits; any-hit rate near 2.6%.

SMILES	M5 PAM	CHRM5 agonist	CHRM1 PAM	CHRM4 PAM	CHRM4 antagonist	M5 antag	CRFR2-BP antag	CRFBP-R2 agonist	M4 ag
Cn1c(N)c(C(=O)COC(=O)Cc2ccc(Cl)cc2)c(=O)n(C)c1=O	2	0	10	7	-7	7	16	-1.6	5
CCOC(=O)C(=O)c1cn(C2OCC(OC(C)=O)C(OC(C)=O)C2OC(C)=O)c2ccccc12 (configuration not stated)	4	-1	11	22*	-4	-6	16	-4.6	2
Nc1nnc(Sc2ccc(Cl)cc2[N+](=O)[O-])s1	0	2	7	-1	1	-1	7	-2.5	1
O=C(Cn1c(=O)oc2cc(S(=O)(=O)N3CCCCC3)ccc21)N1CCCCC1	-4	-5	10	2	1	9	-1	-0.5	2
C(=C\c1ccccc1)/CNCC1CCCO1 (configuration not stated)	5	-8	13	-6	1	3	-4	1.3	1
O=C(COC(=O)/C=C/c1cccc(C(F)(F)F)c1)NC(c1ccccc1)c1ccccc1	1	0	3	5	-15	-10	2	-3.1	0
Cc1ccc(C(=O)O)cc1NS(=O)(=O)c1ccc2c(c1)oc(=O)n2C	0	-2	7	-2	-4	11	-10	8.2	1
COc1ccc(NS(=O)(=O)c2cc(NC(=O)C3=NN(c4ccccc4)C(=O)CC3)ccc2C)cc1	6	9	10	5	-12	-2	-14	5.5	4
COc1ccccc1CCNC(=O)C1CCC(=O)N(C2CCCCCC2)C1 (configuration not stated)	1	-2	7	-3	2	11	-14	-0.6	1
CN1CCN(C(=S)c2cn(CCOc3ccccc3)c3ccccc23)CC1	12	-2	-7	1	-4	10	-3	-1.4	1
O=C(NCc1cccc(Cl)c1)NC(=O)c1csc([N+](=O)[O-])c1	0	6	9	-6	-2	4	3	5.9	0
O=C(OCc1ccccc1)N1CCC2CC1c1cc(N3CCN(C(=S)NCCc4ccccc4)CC3)ccc12 (configuration not stated)	-12	-2	-6	-9	6	4	/	/	1
CCOc1cc(/C=N/NC(=O)c2cccnc2)ccc1O	5	1	-1	-4	2	7	17	-1.2	1
O=C1NC2(CCCCC2)C(=O)N1/N=C/c1ccccc1Br	-2	-1	-1	-11	-2	4	-33	0.0	-1
COc1cc(/C=N/Nc2ccc(Cl)c(C(=O)O)c2)ccc1OC(=O)c1cccs1	0	2	12	-1	-1	4	10	0.8	0
O=C(Oc1ccc(N(C(=O)c2ccncc2)S(=O)(=O)c2cccs2)cc1)c1ccncc1	-3	6	6	6	-8	6	6	-0.4	1
CC(C#N)Sc1ncnc2sc3c(c12)CCC3 (configuration not stated)	2	-3	2	10	2	-1	18	-0.6	-1
C[C@H](CO)N1C[C@H](C)[C@@H](CN(C)C(=O)Nc2ccccc2)Oc2c(NS(=O)(=O)c3cccs3)cccc2C1=O	2	1	4	4	-5	-2	-2	-1.6	0
COc1ccccc1Nc1nnc(SCC(=O)NC2CC2)s1	-3	0	10	5	-1	1	-2	1.3	0
CCC(=O)Nc1ccc(C(=O)Nc2cccc(OC)c2)cc1	-3	-4	6	5	-5	-3	3	-1.2	2
O=C(O)c1ccc(N/N=C/c2ccc(-c3cccc(Cl)c3)o2)cc1	11	14	-2	-6	9	-2	17	-0.9	17
COc1ccc(N2CC(C)Cn3c2nc2c3c(=O)[nH]c(=O)n2C)cc1 (configuration not stated)	-4	-4	1	5	-6	-1	-2	-2.4	-1
CC(C)c1[nH]nc2c1C(c1cccc(OC(=O)N3CCOCC3)c1)C(C#N)=C(N)O2 (configuration not stated)	-4	-4	4	2	6	0	10	1.2	0
Cc1cccc(-n2ccnc2SCC(=O)Nc2cc(C)on2)c1	2	-1	0	0	0	-6	15	-1.4	-1
CCCCn1c(N)c(N(CCOC)C(=O)c2cc(-c3ccc(C)cc3)nc3ccccc23)c(=O)[nH]c1=O	4	0	5	1	-10	-1	-19	-2.0	-1
COc1ccc([N+](=O)[O-])cc1NC(=O)Nc1ccc(OC)c(OC)c1	16	-1	4	3	2	0	-12	4.8	5
COc1cc(CO)c(Br)cc1OCC(=O)Nc1ccccc1C	0	1	0	-1	2	4	-13	0.5	2
COc1ccc(C(=O)c2sc3nc(-c4ccccc4)ccc3c2N)cc1OC	-17	-5	0	-4	11	1	-29	52*	3
Cc1c(NC(=O)C(C)OC(=O)c2cccnc2)c(=O)n(-c2ccccc2)n1C (configuration not stated)	-11	-2	-10	-5	-11	9	-13	0.9	10
CN(CCOc1ccc(Br)cc1)C(=O)CNC(=O)c1ccc2ccccc2c1	-2	-3	4	-2	-5	11	-5	0.3	9
C/C(=N/NC(=O)c1ccc(Br)s1)c1ccncc1	3	-2	13	4	3	0	-9	-1.0	-1
Nc1nc2ccc(Cl)cc2o1	10	1	6	-1	-2	12	-8	-2.3	0
COc1cc(CN2CCNC(=O)C2CC(=O)N(Cc2nccn2C)C(C)C)cc(OC)c1 (configuration not stated)	1	1	15	2	-12	-6	2	2.6	0
CS(=O)(=O)N(CC(=O)N1CCc2ccccc2C1)c1cccc(Br)c1	-4	-1	2	-6	8	4	4	-0.1	2
COc1ccc(Br)cc1/C=N/N1CCN(Cc2ccccc2)CC1	6	-2	0	-4	2	5	0	-0.8	-1
COc1ccc(C/C(N)=N/OC(=O)c2ccc(Cl)cc2)cc1	-10	-5	1	-13	10	-2	23	-0.6	-1

Filtered by structure, those above with a cyano group
SMILES	M5 PAM	CHRM5 agonist	CHRM1 PAM	CHRM4 PAM	CHRM4 antagonist	M5 antag	CRFR2-BP antag	CRFBP-R2 agonist	M4 ag
CC(C#N)Sc1ncnc2sc3c(c12)CCC3 (configuration not stated)	2	-3	2	10	2	-1	18	-0.6	-1
CC(C)c1[nH]nc2c1C(c1cccc(OC(=O)N3CCOCC3)c1)C(C#N)=C(N)O2 (configuration not stated)	-4	-4	4	2	6	0	10	1.2	0

Next records:
SMILES	M5 PAM	CHRM5 agonist	CHRM1 PAM	CHRM4 PAM	CHRM4 antagonist	M5 antag	CRFR2-BP antag	CRFBP-R2 agonist	M4 ag
CSCCC(NC(=O)c1ccc([N+](=O)[O-])cc1Cl)C(=O)OCC(=O)NC(=O)CN1CCCC1=O (configuration not stated)	8	2	8	5	5	-6	10	4.5	0
Cn1cc(CNC(=O)c2ccc(OC3CCN(Cc4ccccn4)CC3)cc2)cn1	-2	-5	1	2	7	10	8	0.4	1
CC1(NC(=O)C23CC4CC(CC(C4)C2)C3)CCS(=O)(=O)C1 (configuration not stated)	3	-1	9	-4	-8	-1	-9	0.1	0
CC(CCc1ccccc1)NC(=O)COc1cc(F)ccc1[N+](=O)[O-] (configuration not stated)	-3	-1	4	-6	-5	10	-13	2.2	4
CCCc1nc(-c2ccc(-c3ccc(F)cc3)cc2)no1	1	0	7	-2	14	1	1	0.7	2
C[C@H](NC(=O)C1CCN(S(=O)(=O)c2ccccc2)CC1)C(=O)NCc1ccncc1	-2	2	3	1	3	5	11	-0.7	0
Cn1nnnc1Sc1ncnc2scc(-c3ccsc3)c12	5	-9	10	3	12	9	-4	-0.1	3
COC(=O)COc1ccc(/C=C2\SC(=O)N(CC(=O)Nc3ccccc3F)C2=O)cc1	6	2	14	-1	13	0	8	2.6	-1
CC12CCC(C(=O)N3CCCCC3)(CC1=O)C2(C)C (configuration not stated)	3	-3	11	2	10	-3	-19	1.0	1
CCOC(=O)c1cc([N+](=O)[O-])cc([N+](=O)[O-])c1Sc1ncnc2nc[nH]c12	5	3	4	-1	7	-6	31	1.0	0
O=C1NC[C@H](CCCCN2CCN(Cc3ccccc3)C(=O)C2=O)N(CC2CCCCC2)C1=O	9	-4	/	9	-7	-2	/	/	1
COc1ccc(-n2nnnc2-c2ccc(S(C)(=O)=O)cc2Cl)cc1	-4	1	9	-3	2	2	9	0.3	4
CC(/C=C/C=C/c1ccccc1)=N/NC(=O)C(O)c1ccccc1 (configuration not stated)	-1	2	1	-20	6	-4	21	-1.7	0
Cc1c(Cl)cccc1NC(=O)CNC(=O)c1cn(-c2ccccc2)nc1-c1cccnc1	-8	0	1	-3	-11	7	15	-0.8	3
CCc1nc(N2CCN(C(=O)c3ccco3)CC2)c(C#N)c2c1COC(C)(C)C2	-7	-3	-5	-4	-15	0	21	-0.9	9
Cc1nnc(SCCn2c(N3CC(C)CC(C)C3)nc3c2c(=O)n(C)c(=O)n3C)s1 (configuration not stated)	0	-1	1	-8	13	3	23	-0.7	1
Cc1oc2ccc(O)cc2c1C(=O)c1ccc(F)cc1	2	4	17	0	5	-7	8	-3.3	1
CC(C)Cc1ccc(C2=CSC3=NCCN23)cc1	-1	-14	2	6	-8	6	-9	-0.6	3
CCN(CC)C(=O)C(C)OC(=O)COc1ccc(Cl)cc1Cl (configuration not stated)	-3	5	-3	12	-2	10	2	0.8	6
COC(=O)c1c(C)[nH]c(C(=O)OCC(=O)c2c(N)n(CC(C)C)c(=O)n(C)c2=O)c1C	-8	-3	-15	-5	-7	16	-31	1.6	10
COc1cc(Cl)ccc1OC1(C)CCN(Cc2ccc3ccccc3c2)C1 (configuration not stated)	-1	-1	4	-6	10	1	/	/	5
COc1ccc(S(=O)(=O)Nc2cccc3c2O[C@H](CN(C)S(=O)(=O)c2cn(C)cn2)[C@@H](C)CN([C@H](C)CO)C3=O)cc1	-3	-3	9	-3	-4	15	8	-1.2	2
O=C1C(Cl)=C(NCCCN2CCOCC2)C(=O)N1CCc1ccccc1	0	-1	-2	-2	-10	7	-15	1.3	5
Cc1ccc(-c2nnc(SCC(=O)N/N=C/c3ccc(C)s3)n2-c2ccc(C)cc2)cc1	-1	-1	7	-3	6	-8	7	-0.5	0
O=C(O)Cn1c(-c2ccccc2)cc2ccccc21	0	0	1	0	0	0	4	-1.1	1
CC(C)N1CC2(CC(c3ccccc3F)=NO2)CN1C(=O)c1ccc(C(C)(C)C)cc1 (configuration not stated)	-3	1	-4	-2	-12	0	5	-0.4	4
COCC(CN1CCN(C2=NS(=O)(=O)c3ccccc32)CC1)OC(=O)c1ccccc1 (configuration not stated)	-4	-1	11	-4	5	10	-2	0.0	0
CC(Nc1nc(-c2ccccc2)nc2ccccc12)c1ccccc1 (configuration not stated)	-6	-1	9	-3	-9	4	0	1.9	-1
CCOC(=O)C1CCN(C(=O)CSc2nc(N)cc(=O)[nH]2)CC1	4	0	0	-5	5	3	14	3.2	1
CC(C)c1ccccc1OCC(O)CN1CCN(S(=O)(=O)c2ccc([N+](=O)[O-])cc2)CC1 (configuration not stated)	-7	-4	18	-13	2	13	11	1.4	8
Cc1ccc(CN(C(=O)c2ccco2)C(C(=O)NC2CCCC2)c2ccc(N3CCOCC3)cc2)cc1 (configuration not stated)	0	0	2	-2	4	-2	-1	-0.8	2
O=C(CCn1c(=S)[nH]c2ccccc2c1=O)NCCSCc1ccccc1	-4	0	-4	-3	-3	10	-6	-0.9	10
Nc1c(C(=O)CSc2nnc(Nc3ccc(F)cc3)s2)c(=O)[nH]c(=O)n1C1CC1	-9	-2	-11	4	9	2	-21	-0.5	1
Brc1ccc(-c2nc3ccc(Br)cn3c2Cc2ccccc2)cc1	7	-4	5	-1	-6	-13	/	/	-2
